MRP resist rev: reversal of MRP1-mediated doxorubicin resistance, primary screen, H69AR cells, doxorubicin co-treatment; H69AR cells + 2 uM doxorubicin, CellTiter-Glo, 72 h; differential viability (reversal), % at 10 µM; hit rate 0.04% among 85,000;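 active = viability drop by adding the cancer drug above about 55%, with treated viability meeting a 40% cutoff, limit read from the data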;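 note: viability without doxorubicin minus viability with 2 µM doxorubicin for each compound; larger differential means the compound sensitizes cells more to doxorubicin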
PLAP inhibition: PLAP enzyme inhibitors, biochemical, luminescence, HTS (AID 690); purified PLAP, luminescent substrate; higher % means a stronger effect; inhibition, % at 20 µM; hits with a dose series show IC50 in µM; hit rate 0.08% among 96,000; in the data active = a potency from the dose series; inactive = the rest, 99 in 100 with inhibition below about 30%; note: strong numbers were not always called active
Bcl-B TR3 displacers: displacers of TR3 peptide from Bcl-B, primary screen, selectivity assay for Bfl-1 inhibitor project, biochemical, fluorescence polarization; FP displacement of FITC-TR3 peptide from Bcl-B; higher % means a stronger effect; hit rate 0.11% among 96,000; Bcl-2-like protein 10 (Homo sapiens); displacement, % at 20 µM; hits with a dose series show IC50 in µM;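 active = displacement above 50% at 20 µM plus a fluorescence interference ratio under 1.5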;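 note: plate controls were wells without compound for no effect and wells lacking Bcl-B protein for full effect; a part of the inactive calls stands beside numbers as strong as those of hits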
IL1B NFkB inh: inhibitors of IL-1B driven NFkB p65 nuclear import, primary screen, imaging, HUVEC, IL-1B stimulus, high-content imaging; HUVEC IL-1B NFkB p65 nuclear translocation imaging; inhibition, % at 2 µM; hit rate 0.43% among 94,000;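 active = inhibition above about 30% together with a positive call from visual inspection of the well image, limit read from the data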;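 note: nuclear over cytoplasmic p65 intensity ratio measured by imaging; 0% = IL-1B stimulated DMSO wells and 100% = unstimulated DMSO wells; values of inactives mirror those of a sister screen read the other way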
NFkB transloc pot: enhancers of NFkB p65 translocation in HUVEC – imaging, IL-1B stimulus, high-content imaging, primary screen; HUVEC IL-1B NFkB p65 nuclear translocation imaging; activation, % at 2 µM; hit rate 0.3% among 94,000;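 active = activation above 40%, about the mean plus 3 SD, also judged a hit on visual image review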;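 note: percent activation is computed from the nuclear over cytoplasmic p65 intensity ratio; values of inactives mirror those of a sister screen read the other way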
MRP resist rev cytotoxicity: recorded beside MRP resist rev, whose call it bears; viability, %; H69AR cells, CellTiter-Glo, 72 h; measured here: cytotoxicity without doxorubicin
MRP resist rev with doxorubicin: recorded beside MRP resist rev, whose call it bears; viability, %; measured here: viability with 2 uM doxorubicin; stronger effect = lower value
IL1B NFkB inh cell count 2 µM: also measured in IL1B NFkB inh; calls as there; cell count; measured here: cells passing quality filter;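 raw number of nuclei counted in each imaged well without normalization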
NFkB transloc pot cell count 2 µM: recorded beside NFkB transloc pot, whose call it bears; cell count; measured here: cells passing quality filter
Numbers without * were called inactive; nt = not tested or not shown.

The line under a structure holds: PLAP inhibition	IL1B NFkB inh cell count 2 µM	MRP resist rev	MRP resist rev cytotoxicity	IL1B NFkB inh	NFkB transloc pot cell count 2 µM	Bcl-B TR3 displacers	NFkB transloc pot	MRP resist rev with doxorubicin
O=C(COc1ccc(S(=O)(=O)N2CCOCC2)cc1)Nc1ccc(Cl)c(C(F)(F)F)c1
 : 13.3%	175	-59.6	25.0	1.9	175	-8.2%	-1.9	84.6
CC1Cc2ccccc2N1C(=O)c1cnc2sccn2c1=O (stereo not given)
 : -13.0%	78	7.6	94.5	2.9	78	1.0%	-2.9	86.8
CCn1ccc(C(=O)Nc2ccc(Cl)cn2)n1
 : -1.1%	nt	-24.6	80.3	nt	nt	6.1%	nt	104.9
CC1=C(C(=O)OCc2ccccc2)C(c2ccc(C)o2)C2=C(CCCC2=O)N1 (stereo not given)
 : -4.9%	nt	19.1	88.1	nt	nt	2.0%	nt	69.1
O=C(c1ccccc1F)N1CCc2ccccc21
 : -3.7%	128	4.7	101.8	-12.7	128	-5.4%	12.7	97.1
O=C(OCc1ccccc1)C1CCCN1C(=O)c1cccs1 (stereo not given)
 : 3.0%	151	-10.5	91.7	6.0	151	-21.7%	-6.0	102.2
CCN(CC)CCOC(=O)c1c(C)oc2ccc(O)cc12
 : 3.1%	142	-2.2	91.3	-4.9	142	-17.0%	4.9	93.6
O=C(Cn1cc2c(n1)CCCCC2)Nc1c(F)c(F)cc(F)c1F
 : 14.2%	167	nt	nt	-20.6	167	-2.1%	20.6	nt
O=C(c1ccccn1)N1CCN(C(=O)c2ccccn2)CC1
 : -0.7%	121	nt	nt	4.6	121	0.0%	-4.6	nt
Cc1nc(C(=O)Nc2cccc(Cl)c2)nn1-c1cc(OC(C)C)c(Cl)cc1Cl
 : -31.3%	105	nt	nt	2.5	105	-5.6%	-2.5	nt
O=C(CSc1nc2nc[nH]c2c(=O)[nH]1)NC1CCCCC1
 : -20.8%	123	-7.7	86.0	2.0	123	12.1%	-2.0	93.7
O=C(Nc1ccccc1)c1ccc(-c2ccc(Br)cc2)o1
 : nt	65	-10.1	69.0	-9.1	65	nt	9.1	79.1
CCOC(=O)N1CCN(C(=O)c2ccc(-n3c(=S)[nH]c4ccccc4c3=O)cc2)CC1
 : nt	123	0.2	98.4	5.0	123	nt	-5.0	98.2
Cn1cnnc1SCCn1c(N2CCCCC2)nc2c1c(=O)[nH]c(=O)n2C
 : 11.4%	115	-4.0	95.6	-2.3	115	2.9%	2.3	99.6
Cc1ccc(-c2nc3ccccn3c2NCc2ccc3c(c2)OCO3)cc1
 : -7.9%	170	8.6	76.6	-9.3	170	3.2%	9.3	68.0
Nn1c(COc2cccc(Br)c2)nnc1SCC(=O)N1CCc2ccccc2C1
 : -61.7%	131	11.6	94.3	7.2	131	-11.8%	-7.2	82.7
CCn1c(SCc2ccc(Cl)cc2Cl)nc2nc3c(cc2c1=O)CCCC3
 : 4.2%	109	nt	nt	-3.5	109	-6.9%	3.5	nt
Cc1ccc(S(=O)(=O)N2CCCC(C(=O)NCc3ccco3)C2)cc1Cl (stereo not given)
 : nt	78	-6.0	75.0	1.0	78	nt	-1.0	81.0
COc1ccc(CC(NC(C)=O)C(=O)NC2CCN(c3nnnn3-c3ccccc3)CC2)cc1 (stereo not given)
 : -55.7%	nt	9.2	66.3	nt	nt	-0.5%	nt	57.0
COCC(=O)N(CCc1ccc(OC)cc1)Cc1nc2ccccc2c(=O)[nH]1
 : -35.5%	111	1.9	89.6	-1.9	111	-1.5%	1.9	87.7
CSCC[C@H](NC(=O)OC(C)(C)C)c1nnc(SCC(=O)N(C)C)o1
 : 0.3%	94	8.2	89.5	-1.7	94	3.8%	1.7	81.3
CCCCN1CC(C(=O)NCc2ccc(C)cc2)CC1=O (stereo not given)
 : 11.9%	145	5.2	108.5	-20.4	145	3.8%	20.4	103.3
Cc1nc2ncnn2c(C)c1Cc1ccccc1Cl
 : 7.7%	189	9.1	97.1	-4.1	189	-13.7%	4.1	87.9
Cc1nn(-c2nnc(C)c(=O)[nH]2)c(C)c1SCC(=O)Nc1ccc(F)cc1
 : 1.6%	177	nt	nt	-26.4	177	-7.5%	26.4	nt
CCCCC1(C)OC(=O)C(=Cc2ccc(N(CC)CC)cc2)C(=O)O1 (stereo not given)
 : -13.6%	129	nt	nt	-4.2	129	-0.5%	4.2	nt
O=C(Nc1ccccc1SCC1CSc2nc3ccccc3c(=O)n21)c1cccc(Cl)c1 (stereo not given)
 : -4.9%	148	nt	nt	-10.1	148	-2.3%	10.1	nt
CC(=O)C1=C(c2ccccc2)NC(=O)NC1c1ccccc1OCC(=O)Nc1ccccc1 (stereo not given)
 : 3.9%	190	-5.7	66.9	-23.6	190	-11.8%	23.6	72.6
COc1ccc(-c2oc3ncn(Cc4ccco4)c(=N)c3c2-c2ccc(OC)cc2)cc1
 : -2.1%	170	nt	nt	-1.3	170	-9.1%	1.3	nt
COC(=O)c1cccc(NC(=O)CSc2nc(=O)cc(N)n2-c2ccccc2)c1
 : -2.1%	154	-8.0	91.6	5.3	154	14.5%	-5.3	99.6
O=C(Cn1ncc2c1-c1ccccc1OC2)N1CCN(Cc2ccc3c(c2)OCO3)CC1
 : -61.7%	156	7.4	84.6	-9.3	156	1.3%	9.3	77.2
O=C1CCSc2ccc(Cl)cc2N1Cc1ccc(Cl)cc1
 : 7.5%	133	nt	nt	4.4	133	-4.3%	-4.4	nt
CC(C)(C)NC(=O)NC(=O)COC(=O)CCC1CCCCC1
 : -47.6%	173	nt	nt	6.7	173	-2.9%	-6.7	nt
CCCN1CCN(C(c2cc3cc(OCC)ccc3[nH]c2=O)c2nnnn2C2CCCCC2)CC1 (stereo not given)
 : -63.5%	111	5.4	95.6	1.8	111	-3.2%	-1.8	90.2
COc1cccc(-n2c(C)nc3c(cnn3-c3ccc(C)cc3)c2=O)c1
 : 11.6%	159	3.8	92.2	0.1	159	-4.6%	-0.1	88.4
COc1ccc(-c2nnc(SCC(=O)Nc3ncc(C)s3)n2-c2ccccc2)cc1OC
 : -42.5%	186	-49.5	16.7	-29.8	186	-81.4%	29.8	66.2
COCCNC(=O)c1c(N)n(-c2cccc(C)c2)c2nc3ccccc3nc12
 : -56.0%	193	-18.9	41.1	-0.7	193	4.4%	0.7	60.0
Cc1[nH]nc2c1C(c1ccsc1)C(C#N)=C(N)O2 (stereo not given)
 : 13.1%	125	nt	nt	14.5	125	-4.7%	-14.5	nt
CCOC(=O)C(C#N)c1ccccn1 (stereo not given)
 : -2.7%	126	6.6	93.0	-14.4	126	-3.1%	14.4	86.4
C/C(CC(O)(/C=N/O)c1ccccc1)=N\O (stereo not given)
 : -27.8%	128	23.9	98.0	-10.8	128	-0.7%	10.8	74.2
Cc1ccc(S(=O)(=O)Cc2ccc(C(=O)N3CCc4ccccc4C3)o2)cc1
 : -41.3%	165	1.1	78.1	18.5	165	20.5µM*	-18.5	77.1
O=C(NC1CCCCC1)c1ccccc1NC(=O)C1CC1
 : nt	122	2.2	91.6	-5.3	122	nt	5.3	89.5
Cc1nc(-c2ccccc2)sc1-c1n[nH]c(=S)n1C
 : -22.6%	138	nt	nt	-19.9	138	-3.9%	19.9	nt
CCCCC(=O)NCCc1ccc(S(N)(=O)=O)cc1
 : 12.1%	122	-4.2	101.6	-23.1	122	0.0%	23.1	105.8
Cc1cc(NC(=O)COc2ccccc2)n(-c2ccccc2)n1
 : 5.7%	120	5.3	98.3	-15.7	120	5.9%	15.7	93.0
CC1CCC(NC(=O)Nc2cccs2)CC1 (stereo not given)
 : 20.5%	139	10.8	98.9	-10.6	81	6.3%	3.3	88.1
COc1ccc(NC(=O)C(C)N(c2ccc(C)cc2)S(C)(=O)=O)c(OC)c1 (stereo not given)
 : -52.0%	117	6.8	87.6	-1.7	117	-0.9%	1.7	80.8
CCOc1ccccc1CNC(=O)c1cc2occc2n1C
 : 13.6%	nt	10.1	100.0	nt	nt	-0.6%	nt	90.0
Cc1c(C(=O)NCCSCc2ccc(Cl)cc2Cl)cccc1[N+](=O)[O-]
 : -25.4%	112	nt	nt	2.7	112	5.1%	-2.7	nt
CCN(Cc1ccccc1)S(=O)(=O)c1ccc2oc(C(=O)O)c(C)c2c1
 : -27.1%	nt	-5.0	91.7	nt	nt	-1.5%	nt	96.7
COC(=O)c1sccc1NC(=O)c1cc(-c2cccc(C)c2)nc2ccccc12
 : 12.8%	104	nt	nt	-16.0	104	13.3%	16.0	nt
Cc1[nH][nH]c(=O)c1C(c1c(C)[nH][nH]c1=O)c1cn(Cc2cccc3ccccc23)c2ccccc12
 : -46.5%	nt	nt	nt	nt	nt	2.8%	nt	nt
O=C(CC1Nc2ccccc2NC1=O)Nc1ccccc1 (stereo not given)
 : -22.5%	nt	nt	nt	nt	nt	0.0%	nt	nt
CCOc1ccc(OCC)c(NS(=O)(=O)c2cccc3nsnc23)c1
 : -1.4%	nt	-6.0	91.9	nt	nt	-2.9%	nt	97.9
CCOC(=O)c1sc(NC(=O)CSc2nc3c(cc2C#N)CCCCC3)c(C#N)c1C
 : -23.7%	161	nt	nt	7.9	161	1.1%	-7.9	nt
c1ccc(Cc2nn3c(C4COc5ccccc5O4)nnc3s2)cc1 (stereo not given)
 : 3.1%	170	0.8	84.7	8.7	170	-2.9%	-8.7	83.9
Cc1c(NC(=O)c2ccccc2NS(=O)(=O)c2ccc(F)cc2)c(=O)n(-c2ccccc2)n1C
 : -32.7%	155	-0.8	101.5	10.0	155	-2.1%	-10.0	102.2
COc1ccc(CNCCNC(=O)c2ccco2)c(OC)c1OC
 : -6.1%	219	1.4	85.9	-4.6	219	-5.2%	4.6	84.5
CC(C)CC(=O)Nc1ccc2oc(-c3cccnc3)nc2c1
 : -2.1%	178	6.1	92.8	-2.2	178	-20.3%	2.2	86.6
COC(=O)c1c(NC(=O)c2ccc(Br)o2)sc(C)c1C
 : 10.6%	101	-13.2	72.3	10.5	101	-0.5%	-10.5	85.4
CCC(=O)c1ccc(OCCn2cncn2)cc1
 : 3.1%	109	-10.4	99.5	-9.8	109	-9.2%	9.8	109.8

The listing continues.
The line under a structure holds: PLAP inhibition	IL1B NFkB inh cell count 2 µM	MRP resist rev	MRP resist rev cytotoxicity	IL1B NFkB inh	NFkB transloc pot cell count 2 µM	Bcl-B TR3 displacers	NFkB transloc pot	MRP resist rev with doxorubicin
CC(=O)N1CCN(c2ccccc2NC(=O)c2cc(Br)ccc2Cl)CC1
 : -17.6%	147	-1.6	74.8	-7.1	147	1.4%	7.1	76.4
COc1cc(OC)cc(C(=O)NC2=NCCS2)c1
 : -9.8%	55	8.5	90.8	-12.6	55	-21.9%	12.6	82.4
CSC1=C(C#N)C(c2cccs2)CC(=O)N1C (stereo not given)
 : -8.9%	91	-16.9	89.6	-20.3	91	5.4%	20.3	106.5
Cc1ccc(OC(=S)Nc2ccc(F)cc2)cc1
 : nt	164	4.7	87.5	-24.3	164	nt	24.3	82.8
COc1ccc(NC(=O)CSc2nc3ncccc3[nH]2)cc1OC
 : -95.9%	117	6.8	89.8	6.1	117	3.2%	-6.1	83.1
CCCCCN=C(C)c1c(O)c2ccccc2oc1=O
 : -18.1%	94	0.3	77.1	6.1	94	4.9%	-6.1	76.8
O=C(CSc1nnc(CNc2ccc(Cl)cc2)n1Cc1ccccc1)NCc1ccco1
 : -2.0%	nt	0.4	97.1	nt	nt	2.1%	nt	96.7
CCCCOc1ccc(Cl)cc1CSc1nncn1N
 : 34.7%	133	27.9	94.0	-3.8	133	-9.7%	3.8	66.1

Individual results from the results shown.
Entry of CCCCOc1ccc(Cl)cc1CSc1nncn1N in IL1B NFkB inh cell count 2 µM: 133
Entry of COc1ccc(NC(=O)CSc2nc3ncccc3[nH]2)cc1OC in MRP resist rev: 6.8

Source: PubChem

An excerpt; rates above refer to the full screens.
